Bioassay records as filed in PubChem.
SSB-PriA inh: inhibitors of Klebsiella pneumoniae PriA binding to SSB C-terminal tail; AlphaScreen SSBct-PriA binding, biotinylated peptide; inhibition, % at 33 µM; AID 1272365; actives 0.6% (n = 430,000); in the data active = inhibition mostly above about 37%, no sharp cut-off; inactive = mostly below about 20%;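 also: plate controls were negative control peptide for no effect and reference peptide for full effect; strong numbers were not always called active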
* marks the source's active call; other numbers are inactive results. The list is partial. The share of hits here may be higher or lower than overall.

| SMILES | SSB-PriA inh |
| --- | --- |
| O=C(Cc1cccc2ccccc12)NCC1CCN(Cc2cccs2)CC1 | -6 |
| COc1ccc(-n2ccn(CC(=O)Nc3ccc(C)c(C)c3)c(=O)c2=O)cc1OC | -13 |
| Cc1[nH]c2ccccc2c1S(=O)(=O)CCNC(=O)Nc1cccs1 | -5 |
| O=C(O)CCN1C(=O)/C(=C/c2cc([N+](=O)[O-])ccc2OCc2ccccc2Cl)SC1=S | 5 |
| O=C(NCc1ccc(Cl)cc1)C(=O)NCC1(c2cccs2)CCCC1 | -4 |
| Cc1cccc(-c2csc3c(=O)n(Cc4ccc(N5CCCC5=O)cc4)cnc23)c1 | 7 |
| Cc1[nH]c2ccccc2c1C=NNC(N)=S | 16 |
| O=C(NCC1(c2ccccc2)CCOCC1)c1ccsc1 | -5 |
| C/C(=N/NC(N)=O)c1cccc2ccccc12 | 15 |
| c1ccc(COc2ccc(CN3CC(c4nc(C5CC5)no4)C3)cc2)cc1 | -14 |

Given as labelled records: 3 of the compounds above
O=C(NCc1ccc(Cl)cc1)C(=O)NCC1(c2cccs2)CCCC1
  SSB-PriA inh: -4

Cc1cccc(-c2csc3c(=O)n(Cc4ccc(N5CCCC5=O)cc4)cnc23)c1
  SSB-PriA inh: 7

Cc1[nH]c2ccccc2c1C=NNC(N)=S
  SSB-PriA inh: 16
